LMPTP block: blocks human LMPTP phosphatase. P24666. recombinant LMPTP-A, OMFP fluorogenic substrate, fluorescence intensity. inhibition, % at 20 µM. hit rate 0.22% among 360,000;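 active = compounds that cut the enzyme signal by at least half of the control window in the single-dose screen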;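 also: plate controls were DMSO wells with enzyme plus substrate for no effect and substrate without enzyme for full effect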
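Test system – LMPTP-A enzyme · Amount – LMPTP-A at 0.625 nM final in the reaction · Buffer or medium – Bis-Tris pH 6.0, DTT, detergent · Reagent – OMFP 400 µM · Doses – single 20 µM dose · Schedule – reaction 50 min, room temperature, dark · Detection – fluorescence intensity of OMFP turnover product · Evaluation – percent inhibition versus substrate-only and uninhibited controls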
Tb MetRS inh: Trypanosoma brucei MetRS inhibition | inhibition, % at 11.9 µM | hit rate 0.4% among 360,000 | purified T. brucei MetRS, ATP depletion, Kinase-Glo luminescence | AID 624268;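 active = inhibition above a per-plate cutoff of the control wells' mean inhibition plus 3 SD, cut at about 5.5% in these data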;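 also: 0% = DMSO wells median and 100% = median of wells with control inhibitor compound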
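Dosing: 11.9 µM compound single dose, 0.9% DMSO; Assay system: purified T. brucei MetRS enzyme; Measured by: Kinase-Glo luciferase luminescence reporting remaining unconsumed ATP; Schedule: 15 min plus 2 h at 25 °C.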
NRP1-CendR mod: NRP-1/CendR interaction modulation | hit rate 0.85% among 360,000 | FAM-RPARPAR peptide binding to NRP-1, fluorescence polarization | inhibition, % at 25 µM | AID 602438;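 active = inhibition or corrected inhibition above about 18%, plus a signal ratio from 0.5 to 1.5, limit read from the data, passing the limit was not always enough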; also: strong numbers were not always called active
Target sequence (O14786 whole entry, looked up): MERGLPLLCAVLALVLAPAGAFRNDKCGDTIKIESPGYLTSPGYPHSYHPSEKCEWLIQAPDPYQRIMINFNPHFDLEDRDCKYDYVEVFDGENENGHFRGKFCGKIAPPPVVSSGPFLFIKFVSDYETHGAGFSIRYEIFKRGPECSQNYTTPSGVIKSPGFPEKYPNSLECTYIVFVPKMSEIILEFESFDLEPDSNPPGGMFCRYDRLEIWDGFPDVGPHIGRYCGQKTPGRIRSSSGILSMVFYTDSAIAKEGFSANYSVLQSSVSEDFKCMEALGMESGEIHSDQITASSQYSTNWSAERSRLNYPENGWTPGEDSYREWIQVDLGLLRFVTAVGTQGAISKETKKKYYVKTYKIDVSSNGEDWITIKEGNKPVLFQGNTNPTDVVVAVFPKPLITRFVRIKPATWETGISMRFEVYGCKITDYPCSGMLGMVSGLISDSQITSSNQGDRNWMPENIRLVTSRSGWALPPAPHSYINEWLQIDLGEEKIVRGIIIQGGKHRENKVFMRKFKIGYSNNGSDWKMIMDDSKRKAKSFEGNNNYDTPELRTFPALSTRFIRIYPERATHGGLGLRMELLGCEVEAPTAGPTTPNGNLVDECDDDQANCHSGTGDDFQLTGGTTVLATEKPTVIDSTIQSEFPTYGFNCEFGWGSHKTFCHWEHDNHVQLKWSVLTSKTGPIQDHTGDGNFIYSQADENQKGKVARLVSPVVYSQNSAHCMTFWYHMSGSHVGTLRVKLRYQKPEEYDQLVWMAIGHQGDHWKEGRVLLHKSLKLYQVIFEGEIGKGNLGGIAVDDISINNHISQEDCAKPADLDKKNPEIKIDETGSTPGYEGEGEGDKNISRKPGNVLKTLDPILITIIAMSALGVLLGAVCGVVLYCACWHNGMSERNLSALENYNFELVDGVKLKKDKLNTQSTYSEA
Neddyl block: cullin neddylation inhibition; P61081+Q13564; TR-FRET cullin neddylation, biochemical; calls only at 25 µM; hit rate 0.58% among 360,000; in the data active = inhibition above about 36%
SUMO1-SIM PPI: alters human SUMO1 binding to SIM partners; P63165; SUMO1 binding to a labelled peptide, TR-FRET, 1 h; inhibition, % at 20 µM; hit rate 0.33% among 360,000; AID 602429; in the data active = inhibition above about 37%
Target sequence (P63165 whole entry, looked up): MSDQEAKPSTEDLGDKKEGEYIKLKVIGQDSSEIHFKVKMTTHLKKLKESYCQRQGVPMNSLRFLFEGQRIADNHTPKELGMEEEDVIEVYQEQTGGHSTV
NadD block: blocks S. aureus nicotinate mononucleotide adenylyltransferase; purified NadD enzyme, colorimetric absorbance read-out; inhibition, % at 20 µM; hit rate 0.78% among 360,000; AID 602399; in the data active = inhibition above about 26%; also: some compounds past the cut are filed as inactive
Scp1 inh: inhibitors of human Scp-1 phosphatase. Q9GZU7. Recombinant Scp1, phosphopeptide, malachite green phosphate absorbance. inhibition, % at 20 µM. hit rate 0.88% among 340,000. AID 493091;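 active = inhibition above about 50% at 20 µM, limit read from the data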;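 also: plate controls were DMSO wells with enzyme for no effect and wells lacking enzyme for full effect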
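Test system: SCP-1 catalytic domain; Buffer or medium: Acidic Tris acetate buffer with magnesium and detergent; Also added: Phosphorylated 17-residue peptide substrate; Compound: single 20 µM dose, 1% DMSO; Schedule: enzyme reaction 45 min at room temperature, colour 5 min, stabilisation 30 min; Signal: Phosphate-binding colour reagent, absorbance read at 630 nm.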
DNMT1 inh: DNMT1 (human) enzyme inhibition | hit rate 0.83% among 360,000 | inhibition (reported as % activation of signal), % at 10 µM | DNMT1 molecular beacon, Hinp1I cleavage, fluorescence; in the data active = inhibition above about 50%
STEP block: inhibitors of human striatal-enriched phosphatase STEP; recombinant STEP, OMFP fluorogenic substrate, fluorescence; inhibition, % at 20 µM; hit rate 0.25% among 360,000;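 active = inhibition at 20 µM, scaled per plate between control wells, above about 37%, limit read from the data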;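 also: 0% = DMSO with enzyme and substrate and 100% = substrate only without enzyme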
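System: STEP phosphatase, cell-free reaction; Buffer or medium: Bis-Tris pH 6.0 buffer with DTT, detergent; Incubation: 20 min at room temperature, dark; Measured by: fluorescence, 480/540 nm.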
SKN-1 inh: blocks SKN-1 activity in C. elegans | C. elegans VP596 Pgst-4::GFP/RFP ratio, acrylamide-induced, 24 h | inhibition, % at 21.8 µM | hit rate 0.49% among 360,000;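 active = interference check ratio from 0.5 to 1.5 plus GFP to RFP signal ratio inhibition reaching or exceeding a fixed threshold, cut at about 30% in these data, passing the limit was not always enough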; also: some compounds called inactive have numbers as strong as hits
An asterisk follows results filed as active; i = inactive; . = no result given. The order is random (roughly 4.6% active in at least one column).

SMILES	LMPTP block	Tb MetRS inh	NRP1-CendR mod	Neddyl block	SUMO1-SIM PPI	NadD block	Scp1 inh	DNMT1 inh	STEP block	SKN-1 inh
CCC(CC)NC(=O)CO/N=C/c1ccc(Cl)cc1Cl	-1.3	0.4	-5	i	3	0	-8	2	0	-3
Cc1nc2ccc(NC(=O)c3ccccc3)cc2s1	-1.1	-1.0	4	i	2	-3	1	1	-3	16
COc1ccccc1N1CCN(S(=O)(=O)CC23CCC(CC2=O)C3(C)C)CC1 (centres undefined)	-0.6	0.1	7	i	-2	1	-6	1	2	2
CC(C)(C)C(=O)CSc1nc2ncc(Br)cc2[nH]1	-1.3	7.5*	0	i	-3	1	-10	0	1	-6
COc1ccccc1CNc1nc2nc(C)c(Cl)c(=O)n2[nH]1	0.4	0.0	-18	i	2	3	-5	-2	-1	-21
Cc1nc(Cc2nnc(SCC(=O)N3CCN(c4ccccc4)CC3)o2)cs1	-1.0	-0.4	8	i	0	-6	1	0	-3	3
Cc1nnc(SCC(=O)N2CCc3ccccc32)s1	0.1	-0.4	1	i	1	-1	-6	4	3	2
CCCC(NCC(=O)Nc1cc(S(=O)(=O)N2CCOCC2)ccc1OC)c1ccccc1 (centres undefined)	-0.5	-0.5	1	i	0	-4	-3	0	-2	8
COc1ccc2cc(C(c3nnnn3C3CCCC3)N3CCCCCC3)c3nnnn3c2c1 (centres undefined)	-1.4	-0.1	2	i	-7	3	-3	5	4	10
Cc1ccc(NP(=O)(Nc2ccc(C)cc2)Nc2ccc(C)cc2)cc1	0.4	0.1	-8	i	3	-2	1	0	1	2
CCCCCNc1nc(-c2ccccc2)nc(-n2ccnc2)n1	-2.2	-0.8	-6	i	2	7	5	3	0	7
COc1cc(-c2cc(OC)c(O)c(OC)c2)cc(OC)c1O	1.4	-0.4	10	i	-5	1	-7	0	0	6
Cc1ccc(CNC(=O)c2cccc3c2C(=O)c2ccc(N4CCCCC4)cc2S3(=O)=O)cc1	4.4	-0.3	-141	i	-16	28	4	16	3	-4
COc1cc(Br)c(CNc2cc(C)ccc2C)cc1OC	2.6	0.4	6	i	3	-3	-8	0	0	21
CC(C)CC(c1nnnn1Cc1ccccc1)N1CCC(C(N)=O)CC1 (centres undefined)	-1.4	0.2	1	i	-3	-3	3	4	-1	-11
O=C(Nc1ccc(F)cc1)c1c(Cl)nc2ccccn12	1.1	-1.0	20	i	-1	-3	-6	0	0	33
N#CCCN1CCN(Cc2ccccc2)CCC1=O	-1.1	-0.2	7	i	-4	4	-6	1	-2	12
COCCNC(=O)COc1ccccc1Cl	-1.2	-0.2	-4	i	0	7	0	-1	2	-21
COc1cccc(N2CCN(c3ccc4nnc(CCC(=O)N5CCN(C)CC5)n4n3)CC2)c1	-1.3	-0.1	6	i	-1	-4	-7	-1	0	3
O=C(Nc1ccccc1)N1CCCN(c2nccc(C(F)(F)F)n2)CC1	-0.7	0.2	7	i	-3	4	-20	2	-3	4
CN(CC(=O)Nc1ccc(F)c(F)c1F)C(=O)CC1CCCCC1	-7.3	-0.2	5	i	-4	-6	-8	8	-1	12
CCc1ccccc1NC(=O)COC(=O)C1CC(=O)N(c2ccc(F)cc2)C1 (centres undefined)	-1.6	-0.9	-10	i	-3	-4	-6	-14	-2	-23
O=C(NCc1ccco1)c1cc(C(=O)C2CCCCC2)c[nH]1	-1.0	-0.3	-21	i	-2	6	-8	0	-4	-11
CCOC(=O)C1=C(c2ccccc2)N2CCS(=O)(=O)N=C2S1	-0.3	-0.8	-5	i	-3	3	-3	5	-2	6
C=CCNc1nc(NCc2ccc(NC(C)=O)cc2)c2sc(-c3ccccc3)cc2n1	4.3	0.1	-14	i	-12	31*	.	2	4	1
SMILES	LMPTP block	Tb MetRS inh	NRP1-CendR mod	Neddyl block	SUMO1-SIM PPI	NadD block	Scp1 inh	DNMT1 inh	STEP block	SKN-1 inh
Cc1ccc(NC(=O)CSc2ccccn2)cc1S(=O)(=O)N1CCOCC1	2.0	-1.4	6	i	3	0	1	0	-1	-6
O=C(c1ccc2nccnc2c1)N1CCCC(Nc2ccc(F)c(F)c2)C1 (centres undefined)	0.2	-0.5	24	i	-12	1	1	-1	5	9
CCC1CCc2sc(C(=O)N(C)CC(=O)Nc3ccc(N4CCOCC4)cc3)cc2C1 (centres undefined)	1.3	-0.3	7	i	7	5	-6	-3	4	20
COc1ccc(C)cc1Cn1nnc2ccccc21	-0.5	-0.2	10	i	-2	-3	-6	9	3	19
Cc1nc2ccccn2c1C(=O)NC1CCCC1	0.1	-0.2	-14	i	-5	1	-1	1	0	3
O=C(Cc1ccccc1)NN1C(=O)c2ccccc2C1=O	-2.7	0.6	12	i	2	5	-9	-2	-3	-14
COc1ccc(/C=C2\SC(=S)N(CCC(=O)Nc3ccc(O)cc3)C2=O)cc1	13	-0.5	5	i	-1	9	-2	-15	0	8
COc1ccc(C)cc1-n1nnnc1SCc1cn2ccsc2n1	-2.0	-0.1	14	i	-1	-1	3	5	8	0
COc1ccc(Nc2nc(N)c3ccccc3n2)c(OC)c1	3.3	0.2	5	i	5	-6	0	-4	1	2
N/C(=N\NC(=O)c1ccccc1)c1cc2ccccc2oc1=O	-1.9	-0.5	11	i	-15	3	-5	0	0	-4
CCO[C@H]1OC(C(=O)N2CCN(Cc3ccc4c(c3)OCO4)CC2)=C[C@@H](c2ccc(Br)cc2)[C@@H]1CCCO	1.2	0.0	0	i	4	-3	-2	-4	0	-9
Cc1ccc(NC(=O)Nc2cccs2)c(Cl)c1	-0.2	-0.4	-10	i	-2	-7	-2	-7	-3	-11
CCCN1C(=O)C2(OCCO2)c2cc(Cl)ccc21	0.2	0.6	19	i	4	-2	-6	5	-1	8
COc1ccc(CN2C(=O)CC(Cc3ccc(C)cc3)C2=O)cc1OC (centres undefined)	-2.9	-0.1	-1	i	0	0	-7	3	2	6
CCOC(=O)c1sc(NC(=O)c2ccc(S(=O)(=O)N3CCCCCC3)cc2)nc1-c1ccccc1	2.0	-0.1	8	i	3	10	-14	-1	3	8
COc1ccc(CCNC2CCc3ccccc3C2)cc1 (centres undefined)	-2.0	-0.9	2	i	0	-6	4	3	-1	-15
Cc1ccccc1NC(=O)COc1coc(CN2CCCc3ccccc32)cc1=O	0.8	-0.3	13	i	-2	8	-2	-1	0	1
N=c1cc(C2(O)CCCCC2)n2c(nc3ccccc32)s1	-0.8	-1.2	-9	i	4	-6	-8	4	-2	-30
C=CCNC(=O)c1scc2c1CCCC2	0.2	-0.5	3	i	3	1	-6	0	-2	7
COc1ccc(NC(=O)CSc2nnc(-c3ccncc3)o2)c([N+](=O)[O-])c1	-0.1	-0.4	5	i	-18	5	-7	-2	4	8
Cc1cc(S(=O)(=O)Nc2ccc(C(=O)NCc3ccncc3)cc2)ccc1F	5.1	-0.2	18	i	0	-2	-2	3	-1	5
CC(C)C[C@H]1CNC(=O)C(=O)N1C[C@@H]1CCCN1C[C@H](CC(C)C)N1C[C@H](Cc2ccccc2)N(CCc2ccccc2)C(=O)C1=O	-1.9	-1.8	-26	i	1	10	.	.	.	-8
CCCCn1c(N)c(N(CC(C)C)C(=O)CCC2CCCCC2)c(=O)[nH]c1=O	0.2	-0.4	6	i	3	3	-7	2	1	6
CCCCSc1nc(O)c(C2OC(=O)c3c2ccc(OC)c3OC)c(=O)n1-c1ccccc1 (centres undefined)	-1.7	-0.4	14	i	5	8	-4	4	-1	-15
O=C(CN1C(=O)C2C3C=CC(C3)C2C1=O)N1CC=C(c2ccccc2)CC1 (centres undefined)	-1.3	0.3	-3	i	3	-1	-4	-1	-2	9

Part of the list above, with bars between the fields:
smiles | LMPTP block | Tb MetRS inh | NRP1-CendR mod | Neddyl block | SUMO1-SIM PPI | NadD block | Scp1 inh | DNMT1 inh | STEP block | SKN-1 inh
O=C(Cc1ccccc1)NN1C(=O)c2ccccc2C1=O | -2.7 | 0.6 | 12 | i | 2 | 5 | -9 | -2 | -3 | -14
COc1ccc(/C=C2\SC(=S)N(CCC(=O)Nc3ccc(O)cc3)C2=O)cc1 | 13 | -0.5 | 5 | i | -1 | 9 | -2 | -15 | 0 | 8
COc1ccc(C)cc1-n1nnnc1SCc1cn2ccsc2n1 | -2.0 | -0.1 | 14 | i | -1 | -1 | 3 | 5 | 8 | 0
COc1ccc(Nc2nc(N)c3ccccc3n2)c(OC)c1 | 3.3 | 0.2 | 5 | i | 5 | -6 | 0 | -4 | 1 | 2
N/C(=N\NC(=O)c1ccccc1)c1cc2ccccc2oc1=O | -1.9 | -0.5 | 11 | i | -15 | 3 | -5 | 0 | 0 | -4
CCO[C@H]1OC(C(=O)N2CCN(Cc3ccc4c(c3)OCO4)CC2)=C[C@@H](c2ccc(Br)cc2)[C@@H]1CCCO | 1.2 | 0.0 | 0 | i | 4 | -3 | -2 | -4 | 0 | -9
Cc1ccc(NC(=O)Nc2cccs2)c(Cl)c1 | -0.2 | -0.4 | -10 | i | -2 | -7 | -2 | -7 | -3 | -11
CCCN1C(=O)C2(OCCO2)c2cc(Cl)ccc21 | 0.2 | 0.6 | 19 | i | 4 | -2 | -6 | 5 | -1 | 8
COc1ccc(CN2C(=O)CC(Cc3ccc(C)cc3)C2=O)cc1OC (centres undefined) | -2.9 | -0.1 | -1 | i | 0 | 0 | -7 | 3 | 2 | 6
CCOC(=O)c1sc(NC(=O)c2ccc(S(=O)(=O)N3CCCCCC3)cc2)nc1-c1ccccc1 | 2.0 | -0.1 | 8 | i | 3 | 10 | -14 | -1 | 3 | 8

The listing continues.
SMILES	LMPTP block	Tb MetRS inh	NRP1-CendR mod	Neddyl block	SUMO1-SIM PPI	NadD block	Scp1 inh	DNMT1 inh	STEP block	SKN-1 inh
Cc1ccc(S(=O)(=O)Nc2ccccc2C(=O)N2CCN(C)CC2)cc1	-0.2	-0.5	7	i	-6	0	-5	2	4	-16
Cc1cc(C(=O)C(=O)N(C)C)c(C)n1-c1ccc([N+](=O)[O-])cc1	-0.9	-0.2	7	i	-12	-3	-2	-1	0	13
Nc1ccc(N(CCO)CCO)cc1	-0.3	0.2	-11	i	18	-2	-2	-5	-1	32
Cc1cccc(C(=O)NCCNC(=O)c2ccccn2)c1	-1.0	-0.3	7	i	3	2	-14	2	-2	13
CCC1(CC)N=C(c2ccccc2)C(=S)N1	-1.3	0.4	-11	i	-10	-7	-7	-1	0	-2
COC(=O)c1c(NC(=O)c2nn(C)cc2Cl)sc2c1CCCC2	4.2	-0.8	-11	i	0	-1	-9	-4	-2	2
Cc1c(N(C)C(=O)c2ccco2)c(=O)n(-c2ccccc2)n1C	-1.1	-0.3	-5	i	1	4	-1	2	0	-26

Screening results as filed in PubChem BioAssay.
